# Bioassay records as filed in PubChem BioAssay.
# CHT inh = inhibitors of human choline transporter CHT; hit rate 0.86% among 310,000; B-score at 10 µM; CHT-expressing cells, membrane potential dye, choline response; hits give low values; Q9GZV3;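 active means B-score over 3 SD under the library average, and starting fluorescence ratio not unusually high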;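 further: choline stimulus applied at its EC90 after an EC20 pre-addition; B-score computed on integrated fluorescence ratio after choline addition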
# Target sequence (Q9GZV3 whole entry, looked up): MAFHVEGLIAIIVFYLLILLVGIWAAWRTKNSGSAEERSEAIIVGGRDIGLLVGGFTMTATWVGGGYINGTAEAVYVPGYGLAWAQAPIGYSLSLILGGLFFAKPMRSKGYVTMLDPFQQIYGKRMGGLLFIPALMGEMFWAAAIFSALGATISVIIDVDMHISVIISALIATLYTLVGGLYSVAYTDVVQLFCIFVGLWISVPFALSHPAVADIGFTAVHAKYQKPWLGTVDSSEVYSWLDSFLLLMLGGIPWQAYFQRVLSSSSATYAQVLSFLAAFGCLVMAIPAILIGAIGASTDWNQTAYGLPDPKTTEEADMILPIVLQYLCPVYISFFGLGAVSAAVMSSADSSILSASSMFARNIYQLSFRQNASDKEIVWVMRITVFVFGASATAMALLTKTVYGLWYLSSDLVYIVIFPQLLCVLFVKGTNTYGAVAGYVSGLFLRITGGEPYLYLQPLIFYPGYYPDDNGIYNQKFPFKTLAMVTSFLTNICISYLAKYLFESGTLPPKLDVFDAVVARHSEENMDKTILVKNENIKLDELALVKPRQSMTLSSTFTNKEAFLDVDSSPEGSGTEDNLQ
# CHT PAM = allosteric activators of human choline transporter CHT. Q9GZV3. CHT-expressing cells, membrane potential dye, choline EC20; hits give high values; LV-AA mutant CHT in HEK293 cells. B-score at 10 µM. hit rate 0.49% among 310,000. AID 488977;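 active means initial fluorescence not abnormally high and integrated response B-score, plate-corrected, over 3 SD above library mean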
# * marks the source's active call; other numbers are inactive results; i = inactive.
# Start of the data: the first 3 compounds, ahead of the listing:
SMILES,CHT inh,CHT PAM
COc1ccc(/C=C(\C#N)C(=O)c2c(C)[nH]c3ccccc23)cc1OC,i,i
O=c1cc(-c2ccccc2)nc(N2CCCCC2)[nH]1,i,i
CCCS(=O)(=O)c1cn2cccc(N)c2c1S(=O)(=O)CCC,i,i

# This part in full (from the top)
SMILES,CHT inh,CHT PAM
COc1ccc(/C=C(\C#N)C(=O)c2c(C)[nH]c3ccccc23)cc1OC,i,i
O=c1cc(-c2ccccc2)nc(N2CCCCC2)[nH]1,i,i
CCCS(=O)(=O)c1cn2cccc(N)c2c1S(=O)(=O)CCC,i,i
COc1ccc(/C=C/c2cc(C(F)(F)F)[nH]c(=O)n2)cc1OC,i,i
COc1ccccc1CNC(=O)CCn1c(=O)oc2ccccc21,i,i
Cc1cc(=O)oc(C)c1C(=O)NC1CC(C)(C)NC(C)(C)C1,i,i
NC1=NC(c2ccc(Cl)cc2)n2c(nc3ccccc32)N1 (stereo not given),i,i
CCn1c(CCc2ccccc2)nnc1SCC(N)=O,i,i
COc1ccc(C(=O)OCn2nnc3ccccc3c2=O)cc1OC,i,i
COc1c2c(cc3oc(=O)ccc13)OC(C)(C)C=C2,i,i
O=C(c1ccccc1F)N1CCCc2ccccc21,i,i
CC(C)c1cc(C(C)C)n2nc(N)nc2n1,i,i
COCCNC(=O)CN(c1cc(C(F)(F)F)ccc1Cl)S(C)(=O)=O,i,i
COc1ccc(-c2nc(C#N)c(N3CCCCCC3)o2)cc1OC,i,i
Cc1ccc2c(c1)c1c(n2CC(O)CNC(CO)(CO)CO)CCCC1 (stereo not given),i,i
COC(=O)c1c(-c2ccc(F)cc2)noc1N,i,i
CCOC(=O)c1c(NC(=O)CSc2nnnn2C)sc(CC)c1C,i,i
Cn1c(=O)oc2cc(S(=O)(=O)NCCC(=O)N3CCN(c4ccccc4F)CC3)ccc21,i,i
COc1ccc(/C=N/n2c(COc3ccccc3)n[nH]c2=S)cc1OC,i,i
CN(CC(=O)Nc1ccc(F)cc1)C(=O)CCc1ccccc1,i,i
O=C(c1ccc(-c2nnc(Nc3ccccc3)c3ccccc23)cc1)N1C[C@H]2C[C@H](C1)c1cccc(=O)n1C2,i,i
Cc1nnc(SCc2ccc(F)cc2)s1,i,i
Cc1cccc(-n2ncc3c(Nc4ccc(F)cc4)ncnc32)c1,i,i
O=C(O)c1ccc(Br)c(S(=O)(=O)N2CCCC2)c1,i,i
N#C/C(=C\c1ccc(O)c(Br)c1)C(=O)N1CCCCC1,i,i
COc1ccc(NC(=O)C(NC(=O)OC(C)(C)C)C(C)OCc2ccccc2)cc1 (stereo not given),i,i
COc1ccc(S(=O)(=O)NC(CC(=O)NCCc2ccc(OC)c(OC)c2)C(C)C)cc1 (stereo not given),i,i
CC(C)C(=O)Nc1cccc(C(=O)OCC(=O)c2ccc(Cl)cc2Cl)c1,i,i
N#Cc1cnn(-c2ncnc3sc4c(c23)CCCC4)c1N,i,i
CC(C)Cn1c(=O)n(C)c(=O)c2[nH]cnc21,i,i

# Some of the entries so far, tab-delimited.
Molecule	CHT inh	CHT PAM
Cc1cccc(-n2ncc3c(Nc4ccc(F)cc4)ncnc32)c1	i	i
O=C(O)c1ccc(Br)c(S(=O)(=O)N2CCCC2)c1	i	i
N#C/C(=C\c1ccc(O)c(Br)c1)C(=O)N1CCCCC1	i	i
COc1ccc(NC(=O)C(NC(=O)OC(C)(C)C)C(C)OCc2ccccc2)cc1 (stereo not given)	i	i

# Next part:
SMILES,CHT inh,CHT PAM
CCOC(=O)/C(C#N)=C/c1cn(CCC(=O)O)nc1-c1cccc(Br)c1,i,i
CC(C)OCCCNC(=O)c1c(N)n(/N=C/c2cccs2)c2nc3ccccc3nc12,i,i
CCN(CC(=O)NCc1ccc(Cl)cc1)C(=O)/C=C/c1ccccc1,i,i
CCOc1ccc(CCNC(=O)C2CCCN2C(=O)OCc2ccccc2)cc1OCC (stereo not given),i,i
COc1ccc(Br)cc1CNC(=O)Nc1cccs1,i,i
CCOc1ccc(NC(=S)NCc2cccnc2)cc1,i,i
CCn1nc(C(C)C)cc1C(=O)N1CCCC(CO)(Cc2ccc(F)cc2F)C1 (stereo not given),i,i
CCCNS(=O)(=O)c1cccc(C(=O)NC2CCCc3ccccc32)c1 (stereo not given),-12.2*,i
Cc1cccc2cc(C#N)c(NCCCn3ccnc3)nc12,i,i
CC(C)CC(=O)/C(=C/c1ccc(N(C)C)cc1)n1cncn1,i,i
CCCn1nc(NS(=O)(=O)c2cccc3nonc23)c2cc3ccccc3nc21,i,i
Cc1oc2ccc(O)cc2c1C(=O)c1ccccc1,i,i
COc1ccc(C(=O)OCC(=O)NC2CC2)cc1[N+](=O)[O-],i,i
Brc1ccccc1-n1nnc(-c2nccs2)n1,i,i
CCC(=O)Nc1nnc(S(=O)(=O)N(C)Cc2ccco2)s1,i,i

# A stretch from the list above, for reference:
SMILES,CHT inh,CHT PAM
COc1ccc(/C=N/n2c(COc3ccccc3)n[nH]c2=S)cc1OC,i,i
CN(CC(=O)Nc1ccc(F)cc1)C(=O)CCc1ccccc1,i,i
O=C(c1ccc(-c2nnc(Nc3ccccc3)c3ccccc23)cc1)N1C[C@H]2C[C@H](C1)c1cccc(=O)n1C2,i,i
Cc1nnc(SCc2ccc(F)cc2)s1,i,i
Cc1cccc(-n2ncc3c(Nc4ccc(F)cc4)ncnc32)c1,i,i

# New compounds follow
SMILES,CHT inh,CHT PAM
Fc1ccc(-c2ccc(CNCc3ccccn3)o2)cc1,i,i
O=C(NCC(c1cccnc1)N1CCN(c2ccccc2)CC1)C1CCCCC1 (stereo not given),i,i
CCCCNC(=O)c1ccc(NS(=O)(=O)c2ccccc2)cc1,i,i
C/C(=N\NC(=O)Cc1ccc(Cl)c(Cl)c1)c1cccnc1,i,i
Cc1ccsc1CN1CC(=O)N(c2c(C)cccc2C)C1=S,i,i
CCOC(=O)N1CCN(C(=O)COc2ccc(Cl)cc2C)CC1,i,i
COc1ccccc1S(=O)(=O)Cc1ccc(C(=O)NCCN(C)C)o1,i,i
CNC(=O)NC(=O)COC(=O)c1ccc(-n2c(C)ccc2C)cc1,i,i
O=C(Cn1cc2c(n1)CCCCC2)N1CCCCC1,i,i
COCCNC(=O)c1c[nH]c2ccc(OC)cc2c1=O,i,i
COc1ccc(S(=O)(=O)NCc2ccco2)cc1NC(=O)c1ccccc1,i,i
COc1ccccc1-n1cnnc1SCC(=O)c1cc(C)n(Cc2cccs2)c1C,i,i
O=c1[nH]c(C2CCN(S(=O)(=O)c3ccccc3F)CC2)nc2c1nnn2Cc1ccc(F)cc1,i,i
CCCCN1Cc2cc(C(=O)c3cc(OC)ccc3O)cnc2NC1=O,i,i
CCOc1ccccc1NC(=O)NCc1ccc2c(c1)OCO2,i,i
O=C(c1cc(F)c(F)cc1Cl)N1CCN(c2ccc([N+](=O)[O-])c3ncccc23)CC1,i,i
NC12CCc3c(no[n+]3[O-])C1(O)CC(c1ccccc1)=[N+]2[O-] (stereo not given),i,i
O=C(COc1cccnc1[N+](=O)[O-])Nc1ccc(S(=O)(=O)N2CCOCC2)cc1,i,i
N#CCn1c(CCl)nc2ccccc2c1=O,i,i
O=C(NCc1ccco1)NC1CCCCC1,i,i
CCOC(=O)c1ccc(NS(=O)C23CC4CC(CC(C4)C2)C3)cc1 (stereo not given),i,i
O=C(N/N=C\c1ccc(-c2ccc([N+](=O)[O-])cc2)o1)c1ccc2c(c1)OCO2,i,i
COc1ccc(F)cc1C(=O)C1CCCN(C(=O)c2ccccc2N(C)C)C1 (stereo not given),i,i
O=C(Oc1ccc(C(=S)N2CCOCC2)cc1)c1ccc(F)cc1,i,i
O=[N+]([O-])c1cccc(/C=N/Nc2nc(C(Cl)(Cl)Cl)nc3ccccc23)c1,i,i
O=c1c2ccccc2cnn1Cc1ccc(Cl)c(Cl)c1,i,i
COc1ccc(/C=C/c2nnc(NC(=O)c3ccco3)s2)cc1,i,i
Nc1cc(=O)[nH]c(SCC(=O)Nc2cccc(Cl)c2)n1,i,i
Cc1cccc2nc(-c3ccco3)c(Nc3ccc4c(c3)OCCO4)n12,i,i
Cc1ccc(C)c(N2CCN(C(=O)CSc3ccsc3[N+](=O)[O-])CC2)c1,i,i
C=CCOc1ccc(Cl)cc1C(=O)O,i,i
Cc1ccc(C)c(-c2nnc(NC(=O)c3ccc([N+](=O)[O-])o3)o2)c1,i,i
CCc1cccc2c(C(=O)CSc3nnc(-c4ccoc4C)n3C)c[nH]c12,i,i
CCOc1ccc(CN2CCNC(=O)C2CC(=O)NCCCC2CCCC2)cc1 (stereo not given),i,i
O=C(N/N=C/c1coc2ccccc2c1=O)c1cccc([N+](=O)[O-])c1,i,i
CC(OC(=O)c1cc(=O)[nH]c2ccccc12)C(=O)Nc1ccccc1F (stereo not given),i,i
CCOc1cc(NC(=S)NC)c(OCC)cc1NC(=O)c1ccc(OC)cc1,i,i
COc1cc(/C=C/C(=O)Oc2coc(CSc3ncccn3)cc2=O)cc(OC)c1OC,i,i
COc1ccc2c(C=Nc3c(C)n(C)n(-c4ccccc4)c3=O)c(O)n(Cc3ccco3)c(=O)c2c1,i,i
COc1cc(/C=N/N(C)C2=NS(=O)(=O)c3ccccc32)cc(OC)c1OC,i,i
CCc1cc(CNC(=O)c2ccc(OC3CCN(C(C)=O)CC3)c(OC)c2)on1,i,i
Cc1csc(NC(=O)CCC(=O)N(CC(=O)NC2CCCCC2)c2ccccc2)n1,i,i
CC(C)C(C(=O)NCc1ccco1)N(C(=O)CNS(=O)(=O)c1ccccc1)C1CCCC1 (stereo not given),i,i
Cc1c(CN2CCC(n3nccc3NC(=O)C3CC3)CC2)[nH]c2ccccc12,i,i
CCOC(=O)c1oc2ccccc2c1COC(=O)CNC(=O)c1ccccc1OC,i,i
O=S(=O)(c1ccc(Cl)c(NC(=S)N/N=C/c2c(F)cccc2F)c1)N1CCOCC1,i,i
Cc1ccc2c(c1)COc1c3ccc(C(=O)N4CCCCC4)cc3nn1-2,i,i
Cn1nc(C(F)(F)F)c(-c2ccc(Br)cc2)c1NC(=O)Nc1ccc(F)cc1F,i,i
Cc1ccc(NC(=O)CCC(=O)OCC(F)(F)C(F)F)cc1,i,i
CC(NC(=O)COC(=O)Cn1cnc2ccccc2c1=O)C1CC2CCC1C2 (stereo not given),i,i
Cc1ccccc1NC(=O)COC(=O)c1ccc(CSc2ccc(Cl)cc2)cc1,i,i
CCCc1[nH]nc2c1C(c1cccc(OC(=O)c3ccco3)c1)C(C#N)=C(N)O2 (stereo not given),i,i
CCCN(C(=O)COC(=O)CCOc1ccccc1)c1c(N)n(Cc2ccccc2)c(=O)[nH]c1=O,i,i
COC(=O)c1ccccc1NC(=S)NC(=O)c1ccccc1C,i,i
COC(=O)c1ccc(CSc2nnc(Nc3ccc(C)cc3)s2)o1,i,i
COc1ccc(-c2nc(CCNC(=O)c3ccc(Br)o3)cs2)cc1,i,i
CC1(C)NC(=O)N(CC(O)CN(c2ccccc2)S(=O)(=O)c2ccccc2[N+](=O)[O-])C1=O (stereo not given),i,i
Cc1ccc2nc(SCC(=O)NCc3ccccc3)nc(=O)n2c1,i,i
O=C(N/N=C/c1ccncc1)c1ccc(NC(=O)c2ccc(Cl)cc2)cc1,i,i
NC(=O)C1CCN(C(=O)CCc2nc3ccccc3c(=O)[nH]2)CC1,i,i
# (further entries)
SMILES,CHT inh,CHT PAM
Cc1cc(CNC(=O)COc2ccccc2F)c2ccccc2n1,i,i
Cc1nc(C)c(-c2ccc(SCC(=O)Nc3ccccc3)nn2)s1,i,i
CC(C)c1ccc(NC(=O)c2ccc(NS(C)(=O)=O)cc2)cc1,i,i
COc1ccc2[nH]cc(CCNC(=O)COc3cc(C)cc4oc(=O)cc(C)c34)c2c1,i,i
CCOCCn1c(=NC(=O)c2ccc(S(=O)(=O)N3CCOCC3)cc2)sc2cc(S(N)(=O)=O)ccc21,i,i
COc1ccc(-n2nc(C(=O)NCC(=O)NCc3ccc(F)cc3)c3ccccc3c2=O)cc1OC,i,i
COc1ccccc1CN1CCCC(CNC(=O)c2cccc3ccccc23)C1 (stereo not given),i,i
Fc1ccccc1NC(=S)NCc1ccc2c(c1)OCO2,i,i
Cc1cccc(N(C(=O)c2csnn2)C(C(=O)NC2CCCCC2)c2ccncc2)c1 (stereo not given),i,i
COc1ccccc1NC(=O)C1=C(C)NC2=C(C(=O)CCC2)C1c1ccc(C)o1 (stereo not given),i,i
O=C(Cc1ccc(Cl)cc1)Nc1ccc(C(=O)N2CCCCC2)cc1,i,i
CCNC(=O)COc1ccc(C=O)cc1OC,i,i
Cc1nc(-c2ccccc2)nc2n[nH]c(N)c12,i,i
COc1ccc(-n2nc(C(=O)NCC(=O)N3CCN(c4ccccc4F)CC3)c3ccccc3c2=O)cc1,i,i
CCCCn1c(SCC(=O)NCc2ccco2)nc2c(sc3ccccc32)c1=O,i,i

# Part of the list above in order of heavy-atom count, high to low:
SMILES,CHT inh,CHT PAM
COc1ccc(-n2nc(C(=O)NCC(=O)NCc3ccc(F)cc3)c3ccccc3c2=O)cc1OC,i,i
Cc1cccc(N(C(=O)c2csnn2)C(C(=O)NC2CCCCC2)c2ccncc2)c1 (stereo not given),i,i
CCNC(=O)COc1ccc(C=O)cc1OC,i,i

# New compounds follow
SMILES,CHT inh,CHT PAM
Cc1ccc(S(=O)(=O)c2c(C)nn(C(C)(C)C)c2OC(=O)C(C)C)cc1,i,i
CCC1=Nc2cc(C(=O)N3CCCCC3)ccc2Sc2ccc(C)cc21,i,i
Cc1occc1-c1nnc(SCC(=O)Nc2nc(-c3ccccc3)cs2)o1,i,i
CCC(Sc1nc2c(c(=O)[nH]1)CCC2)C(=O)Nc1cccc(OC)c1 (stereo not given),i,i
C#CCn1c(=NC(=O)CN2C(=O)CCC2=O)sc2cc(S(N)(=O)=O)ccc21,i,i
O=S(=O)(c1ccccc1)N1N=C(c2ccc(O)cc2)CC1c1ccco1 (stereo not given),i,i
CS(=O)(=O)N(CC(=O)N1CCc2ccccc2C1)Cc1ccc(Cl)cc1,i,i
COc1ccccc1N=C1SC(C)CN1C(=O)C1CCC1 (stereo not given),i,i
O/N=C1/C2C3C(Br)C4C5CC(C1C53)C24 (stereo not given),i,i
COc1ccc(OCc2cc(C(=O)N(Cc3nccn3C)C(C)C)no2)c2ccccc12,i,i
